# Screening data (PubChem BioAssay)
# mIAP activ = mouse IAP activation. activation factor at 10 µM. muIAP, CDP-Star luminescence, 30 min; hits give high values; 1 = vehicle-only enzyme signal, 0 = enzyme-free wells. actives 0.24% (n = 330,000);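 active = activation factor of at least 2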; also: the source names both 10 and 20 µM as test concentration; values of inactives mirror those of a sister screen read the other way
#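 System: mouse IAP enzyme. Reagent: CDP-Star chemiluminescent phosphatase substrate. Benchmarks: DMSO wells, no-enzyme wells. Times: 30 min enzyme-substrate-compound incubation at room temperature. Detection: luminescence from enzymatic CDP-Star hydrolysis. Doses: test compounds delivered from DMSO solution.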
# A3A deaminase = human APOBEC3A DNA deaminase inhibition; recombinant A3A, FAM/TAMRA ssDNA deamination fluorescence; inhibition, % at 20 µM; actives 0.41% (n = 330,000); AID 493011;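 active = at least 40% inhibition at 20 µM here, with at most 30% in a related deaminase screen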;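 also: plate controls were A3A with DMSO for no effect and wells lacking A3A enzyme for full effect; some results filed as inactive read as strong as hits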
# hIAP block = human IAP inhibition | AID 2544 | P09923 | inhibition, % at 10 µM | purified IAP, CDP-Star luminescence, 30 min | actives 0.12% (n = 330,000);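 active = inhibition reaching a set limit with compound at 10 µM in the primary screen, cut at about 35% in these data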;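 also: plate controls were DMSO wells with enzyme for no effect and no-enzyme buffer wells for full effect; values of inactives mirror those of a sister screen read the other way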
# Target sequence (P09923 whole entry, looked up): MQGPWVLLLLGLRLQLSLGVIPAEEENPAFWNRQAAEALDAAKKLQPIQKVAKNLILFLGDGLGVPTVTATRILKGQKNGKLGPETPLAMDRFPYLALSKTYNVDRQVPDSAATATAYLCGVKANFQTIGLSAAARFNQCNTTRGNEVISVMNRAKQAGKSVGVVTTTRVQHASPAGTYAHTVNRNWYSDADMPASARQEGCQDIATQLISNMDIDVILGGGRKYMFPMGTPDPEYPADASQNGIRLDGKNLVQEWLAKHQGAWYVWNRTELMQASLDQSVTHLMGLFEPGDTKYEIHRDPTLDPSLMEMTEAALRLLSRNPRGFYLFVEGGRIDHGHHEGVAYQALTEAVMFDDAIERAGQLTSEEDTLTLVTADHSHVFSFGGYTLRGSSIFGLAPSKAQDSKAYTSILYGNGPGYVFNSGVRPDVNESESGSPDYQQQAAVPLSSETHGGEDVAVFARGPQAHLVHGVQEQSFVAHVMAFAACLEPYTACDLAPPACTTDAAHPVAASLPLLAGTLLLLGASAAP
# hIAP activ = human IAP activation; P09923; AID 2524; actives 0.16% (n = 330,000); purified human IAP, CDP-Star luminescence, 30 min; hits give high values; 1 = vehicle-only enzyme, 0 = enzyme-free background; activation factor at 10 µM;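 active = activation factor of the enzyme at least 2-fold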; also: the source names both 10 and 20 µM as test concentration; values of inactives mirror those of a sister screen read the other way
# HKDC1 inhibitor = HKDC1 (human) hexokinase inhibition | Q2TB90 | actives 0.16% (n = 340,000) | inhibition, % at 20 µM | AID 493160 | recombinant HKDC1, G6PDH/diaphorase resazurin coupled fluorescence;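 active = inhibition above about 35% when tested at 20 µM, limit read from the data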;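 also: plate controls were DMSO wells with enzyme for no effect and DMSO wells lacking enzyme for full effect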
#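 Test system: HK5 enzyme. Quantity: 5 µg/mL HK5 final. Reagent: glucose and ATP substrates. Schedule: 90 min reaction incubation at room temperature, dark. Technique: resazurin-to-resorufin fluorescence via G6PDH and diaphorase coupling, 525/613 nm. Control set: DMSO wells with and without enzyme mix.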
# mIAP inh = mouse IAP inhibition; purified mouse IAP, CDP-Star luminescence, 30 min; inhibition, % at 10 µM; actives 0.2% (n = 330,000); AID 2806;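 active = inhibition of at least 40% at 10 µM in the primary screen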;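 also: plate controls were DMSO with enzyme for no effect and no enzyme wells for full effect; values of inactives mirror those of a sister screen read the other way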
# ATG4B inh = inhibitors of human ATG4B cysteine protease; actives 0.51% (n = 340,000); ATG4B cleavage of LC3-PLA2, NBD-HPC fluorescence, 1 h; inhibition, % at 8.33 µM; in the data active = inhibition above about 40%
# Target sequence (Q9Y4P1 whole entry, looked up): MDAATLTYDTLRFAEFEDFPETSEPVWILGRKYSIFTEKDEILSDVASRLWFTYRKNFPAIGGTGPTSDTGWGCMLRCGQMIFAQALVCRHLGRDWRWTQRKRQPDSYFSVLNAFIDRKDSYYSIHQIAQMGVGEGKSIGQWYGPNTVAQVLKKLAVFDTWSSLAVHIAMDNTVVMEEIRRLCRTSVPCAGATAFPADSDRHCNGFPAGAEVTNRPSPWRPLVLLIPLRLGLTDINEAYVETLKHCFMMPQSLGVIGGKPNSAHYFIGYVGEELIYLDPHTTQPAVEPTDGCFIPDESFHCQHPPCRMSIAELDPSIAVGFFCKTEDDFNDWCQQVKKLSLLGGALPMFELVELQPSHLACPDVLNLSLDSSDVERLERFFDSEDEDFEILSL
# PfGluPho inh = PfG6PD (Plasmodium falciparum) enzyme inhibition; PfGluPho enzyme, NADPH resazurin-diaphorase fluorescence; inhibition, % at 20 µM; actives 0.78% (n = 350,000); AID 504690;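 active = inhibition reaching at least a set limit at 20 µM in the primary screen, cut at about 59% in these data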;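 also: 0% = DMSO wells with substrate and 100% = DMSO wells lacking glucose-6-phosphate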
# An asterisk follows results filed as active; · = no result given.
mIAP activ	A3A deaminase	hIAP block	hIAP activ	Structure	HKDC1 inhibitor	mIAP inh	ATG4B inh	PfGluPho inh
1.1	-7	-6	1.1	CCC(C(=O)NC1CCCC1)N(Cc1ccccc1Cl)C(=O)c1snc(C(N)=O)c1N (stereo not given)	1	-7	-5	4
0.88	-1	6	0.94	O=C(COC(=O)c1cc2ccccc2oc1=O)Nc1ccc(F)cc1F	-1	12	-1	-14
0.99	0	-2	1	CC(=O)Nc1ccc(CN2CCCC(C(=O)c3cccc(C(F)(F)F)c3)C2)cc1 (stereo not given)	-7	1	5	0
0.95	1	2	0.98	c1csc(-c2nn3cnnc3c3ccccc23)c1	3	5	-12	3
1.1	-3	6	0.94	CC1CCCCN1Cc1c(C#N)c2ccccc2n1C (stereo not given)	3	-6	-6	-16
1	-3	0	1	CCOP(=O)(c1ccccc1)C(O)c1ccc(F)cc1 (stereo not given)	13	0	-1	5
1	5	-10	1.1	Cn1ncc(Br)c1N1C(=O)CCC1=O	-1	-3	-7	2
0.99	-3	10	0.9	Cc1ccc(OCc2nnc(SCc3nc4ccccc4[nH]3)n2Cc2ccco2)cc1	-1	0	-6	26
0.86	3	-21	1.2	COC(=O)CCSc1cc([N+](=O)[O-])cc2c1c(C1OCCO1)nn2-c1ccccc1	-5	14	14	7
0.97	-2	-47	1.5	CC(=O)c1ccc(OCc2cc(C(=O)N3CC[C@@H]4CCCC[C@H]4C3)no2)cc1	-2	3	22	-12
1.1	1	5	0.95	O=C(NCCCCc1ccccc1)C1CC(c2ccccc2C(F)(F)F)=NO1 (stereo not given)	-1	-6	17	6
1.1	3	3	0.97	Cc1ccc(NC(=O)COC(=O)CCC(=O)c2cccs2)c(C)c1	-6	-7	-9	-11
1	-2	10	0.9	Cc1ccc(C)c(N2CCN(C(=O)Cn3cccc3)CC2)c1	-11	-2	-4	-4
0.94	-2	5	0.95	O=C(Nc1ccccc1C(=O)O)c1ccc(NC(=O)C2CCCO2)cc1 (stereo not given)	1	6	4	-3
0.91	-5	10	0.91	CCCn1nc(C(=O)OCc2nc(N)nc(Nc3ccccc3C)n2)c2ccccc2c1=O	-1	10	-4	-6
1.1	-6	5	0.95	O=C(Nc1nnc(Cc2ccccc2F)s1)c1ccccc1Cl	1	-6	20	-22

# One compound at a time (already shown). Order of values: mIAP activ | A3A deaminase | hIAP block | hIAP activ | HKDC1 inhibitor | mIAP inh | ATG4B inh | PfGluPho inh
# O=C(Nc1nnc(Cc2ccccc2F)s1)c1ccccc1Cl as listed: 1.1 | -6 | 5 | 0.95 | 1 | -6 | 20 | -22
# COC(=O)CCSc1cc([N+](=O)[O-])cc2c1c(C1OCCO1)nn2-c1ccccc1 as listed: 0.86 | 3 | -21 | 1.2 | -5 | 14 | 14 | 7
# Cc1ccc(C)c(N2CCN(C(=O)Cn3cccc3)CC2)c1 as listed: 1 | -2 | 10 | 0.9 | -11 | -2 | -4 | -4
# O=C(Nc1ccccc1C(=O)O)c1ccc(NC(=O)C2CCCO2)cc1 (stereo not given) as listed: 0.94 | -2 | 5 | 0.95 | 1 | 6 | 4 | -3
# CCCn1nc(C(=O)OCc2nc(N)nc(Nc3ccccc3C)n2)c2ccccc2c1=O as listed: 0.91 | -5 | 10 | 0.91 | -1 | 10 | -4 | -6

# Following part
mIAP activ	A3A deaminase	hIAP block	hIAP activ	Structure	HKDC1 inhibitor	mIAP inh	ATG4B inh	PfGluPho inh
0.99	0	2	0.98	O=C(c1cccc(C(=O)N(c2ccccn2)C2CCCCC2)c1)N(c1ccccn1)C1CCCCC1	-2	1	23	-20
0.96	0	16	0.84	O=C(Nc1nnc(-c2ccccc2Cl)o1)c1cccnc1	-3	4	-6	-13
1.1	1	·	·	COC(=O)[C@H](Cc1ccc(O)cc1)NC(=O)Cn1cnc2c(NCc3ccccc3)ncnc21	-4	-6	-2	-3
0.88	1	-6	1.1	O=C(c1ccccc1)N1CCN(CCc2ccccn2)CC1	2	12	1	-9
1.1	0	6	0.94	CCCn1c(=NC(=O)CCS(=O)(=O)c2ccccc2)sc2cc(S(N)(=O)=O)ccc21	5	-8	-4	-2
1.1	2	2	0.98	CCCn1c(SCC(N)=O)nnc1-c1ccco1	4	-6	-1	-5
0.96	-1	5	0.95	c1csc(CNc2nc(-c3cccs3)nc3ccccc23)c1	5	4	8	-9
0.91	3	8	0.92	CCOc1ccc(NC(=O)C2CC(=O)N(CCc3ccccc3)C2)cc1OC (stereo not given)	1	9	-2	-10

# For convenience, 2 of the compounds above:
mIAP activ	A3A deaminase	hIAP block	hIAP activ	Structure	HKDC1 inhibitor	mIAP inh	ATG4B inh	PfGluPho inh
0.99	0	2	0.98	O=C(c1cccc(C(=O)N(c2ccccn2)C2CCCCC2)c1)N(c1ccccn1)C1CCCCC1	-2	1	23	-20
0.96	0	16	0.84	O=C(Nc1nnc(-c2ccccc2Cl)o1)c1cccnc1	-3	4	-6	-13

# The listing continues.
mIAP activ	A3A deaminase	hIAP block	hIAP activ	Structure	HKDC1 inhibitor	mIAP inh	ATG4B inh	PfGluPho inh
1	-6	-76	1.8	N#CCC(=O)Nc1ccc(C(=O)NNC(=S)NC2CCCCC2)cc1	-7	-2	-20	-6
0.85	-5	10	0.9	CC1CCCN(C(c2ccccc2)c2sc3ncnn3c2O)C1 (stereo not given)	-6	14	2	-12
0.91	2	-12	1.1	CN1C(=O)/C(=C2\SC(N)=NC2=O)c2ccccc21	4	9	2	-7
0.96	5	-6	1.1	CCOc1cc(C2C(C(=O)OC(C)C)=C(C)N=C3SCCC(=O)N32)ccc1OC(C)=O (stereo not given)	-3	4	-8	6
1	-6	10	0.9	COc1ccccc1N1CCN(C2CCC(C)CC2)CC1 (stereo not given)	-5	0	0	-9
0.93	2	-10	1.1	CN(CC(=O)Nc1ccc(S(N)(=O)=O)cc1)Cc1ccccc1F	-6	7	-11	0
0.99	-1	-2	1	CC(C)(C)n1nnnc1CN(Cc1cccnc1)Cc1ccccc1Cl	-1	1	-8	-1
0.92	0	3	0.97	COc1ccc(NC(=S)Nc2ccccc2SC)c(OC)c1	8	8	5	11
0.95	3	-11	1.1	CC1(C)Cc2ccccc2-c2nnc(-c3cccc(O)c3)n21	-6	5	3	-5
1	-3	-11	1.1	COc1cccc(-c2cc(C(=O)Nc3cccnc3)no2)c1	5	0	-19	8
1.2	-3	-12	1.1	Cc1nc2ccc(NC(=O)N3CCOCC3)cc2s1	2	-15	-6	-2
0.97	-1	8	0.92	COc1cc(/C=C/c2nc3ccccc3c(=O)[nH]2)cc(OC)c1OC	-4	3	4	-3
1	2	-4	1	C/C(=C\c1ccccc1)C(=O)NCCN1CCOCC1	-13	-4	7	-8
0.9	-3	18	0.82	C/C(=N\N(c1ccccc1)c1ccccc1)c1ccc(O)cc1	5	10	17	-28
1.1	-1	-4	1	Cc1ccc(NC(=O)CSCC(=O)NC2CCCCC2)cc1	4	-13	2	-18
0.98	-7	14	0.85	COc1ccc(CCNS(=O)(=O)c2cccc([N+](=O)[O-])c2)cc1	-1	2	1	-9
1.1	-2	-8	1.1	Cc1ccc(NC(=O)CN(C)C(=O)c2ccc(COc3ccccc3)cc2)cc1	-1	-6	0	-5
0.94	-1	-5	1.1	O=C(COC(=O)CCCOc1ccccc1)NC1CCS(=O)(=O)C1 (stereo not given)	-5	6	-7	-24
0.79	1	14	0.86	COc1cc(/C=C2\SC(=O)N(c3cccc(Cl)c3)C2=O)cc([N+](=O)[O-])c1O	51*	21	3	-17
1.1	0	6	0.94	CCc1nnc(NC(=O)CCC(=O)NC2CCCCCCC2)s1	0	-6	-8	-4
0.94	-4	-6	1.1	Cc1cc(Nc2ccc(F)cc2)n2nc(C)nc2n1	-5	6	2	7
1.1	-2	8	0.92	Nn1c(SCC(=O)NC(=O)NC2CCCC2)nnc1-c1ccccc1F	-9	-8	-2	1
0.76	5	22	0.79	CCn1cc(C(=O)NCc2ccc3c(c2)OCO3)c(=O)c2cc(F)c(N3CCN(C)CC3)cc21	4	24	-13	5
1	-1	3	0.97	CN1C(=O)C(C)(C)c2cc(S(=O)(=O)N3CCCC(C(=O)NCc4ccc(Cl)cc4)C3)ccc21 (stereo not given)	-3	-5	-15	9
0.85	-2	-93	1.9	Cc1ccc(Cc2ccc(C(=O)NNC(N)=S)o2)cc1	5	15	0	-4
1.1	-1	1	0.99	C/C=C(\C)C(=O)N1CC2(CC(c3cccc(NC(=O)COc4ccc(Cl)cc4)c3)=NO2)C[C@@H]1C(N)=O (stereo not given in full)	6	-12	-2	-2
1	-1	1	0.99	OCCCNc1ncnc2oc(-c3ccccc3)c(-c3ccccc3)c12	4	-1	-27	7
1.1	2	-4	1	Cc1nc2ccccn2c1C(=O)CSc1ccccc1	-7	-11	4	-1
1	1	-13	1.1	O=C1CN(c2ccc(Br)cc2)C(=O)N1CC(=O)N1CCCc2ccccc21	-1	-3	1	4
0.99	-2	-5	1.1	c1ccc(-c2cc(-c3nnco3)c3ccccc3n2)nc1	-3	1	-11	1
1.1	-7	-1	1	CCCc1ncc(C(O)(c2ccccc2)c2ccc(C)cc2)n1C (stereo not given)	-9	-7	4	13
0.95	-1	18	0.82	NC(=O)CCN(Cc1ccccc1)S(=O)(=O)c1ccccc1	-8	5	5	-1
0.89	-3	8	0.92	COc1ccc(S(=O)(=O)N2CCN(c3c(C)cccc3C)CC2)cc1OC	-1	11	28	-3
1.2	0	-17	1.2	OC(CCN1CCCC1)(c1ccccc1)C1CCCCC1 (stereo not given)	3	-15	-4	11
0.94	-2	-4	1	Cc1ncc2c(c1OC(=O)c1ccccc1)COC(C)(C)OC2	10	6	-1	-9
1.1	3	29	0.71	O=C(NCCOc1ccccc1)C1CCC(=O)N(CCc2ccc(Cl)cc2)C1 (stereo not given)	-6	-10	3	-3
0.78	7	15	0.85	CC(=O)Nc1ccc2nc(NC(=O)c3ccc([N+](=O)[O-])s3)sc2c1	·	22	·	·
1	-1	1	0.99	CC1(C)CC(=O)C=C(Nc2ccc(F)cc2F)C1	2	-1	3	-5
0.97	2	-9	1.1	CN(CCc1cnn(C)c1)Cc1nc(Cc2ccccc2)no1	0	3	-12	7
0.87	-1	0	1	COc1c(/C=C2\SC(=Nc3ccccc3Cl)NC2=O)cccc1[N+](=O)[O-]	14	13	13	-27
1.1	0	13	0.87	CC1CC(C)CN(C(=O)C2CCN(S(=O)(=O)c3ccc4c(c3)CC(C)N4C(=O)C3CC3)CC2)C1 (stereo not given)	8	-6	43*	-4
1	0	9	0.91	c1ccc(CSc2nnc(Cc3ccccn3)o2)cc1	0	-3	-6	8
0.98	-6	-24	1.2	O=C1C(=O)N(c2ccccn2)C(c2cccc([N+](=O)[O-])c2)/C1=C(/O)c1ccc(Br)cc1 (stereo not given)	-2	2	7	23
0.97	0	3	0.97	Cn1c(O)c(N=NC(=O)c2ccco2)c2ccccc21	-4	3	1	-3
1	0	-9	1.1	Cc1cc(-c2nnc(CCC(=O)NCc3cc(F)cc(C(F)(F)F)c3)o2)no1	-4	-1	3	3
1.1	-3	-8	1.1	N#Cc1nc(-c2cccc3ccccc23)oc1NCC1CCCO1 (stereo not given)	2	-9	2	11
0.88	-1	16	0.84	COc1ccc(-c2csc3nc(-c4ccccc4OC)oc(=O)c23)cc1	4	12	10	13
0.97	1	-22	1.2	COc1ccc(NC(=O)C(C)N2C(=O)c3ccccc3C2=O)c(OC)c1 (stereo not given)	-5	2	5	10
0.95	-6	-10	1.1	O=C(CCCN1C(=O)/C(=C/c2ccccc2)SC1=S)N1CCOCC1	-1	5	1	-21
1.1	4	-10	1.1	Cc1nnc(-c2cnn(C)c2N)n1Cc1cccc(Cl)c1	-7	-6	-15	6
1	-4	-3	1	COCCNc1c2c(nc3ccccc13)CCC2	-4	-3	0	-5
